# Screening data as filed in PubChem.
# POLB inh: inhibitors of human DNA polymerase beta; P06746; Pol beta primer extension/strand displacement, fluorescence kinetic; Potency, µM (highest dose often 114 µM), without a hit: top-dose activity change, negative = inhibition, actives largely listed as inhibitors; 340,000 tested, 1.3% active; note: potency is the fitted concentration of half-maximal effect; % is set by controls: 0 for no effect and ±100 for the full control effect
#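 Homogeneous kinetic assay of primer extension and strand displacement by 10 nM Pol beta, preincubated 15 min at room temperature with compound before 50 nM substrate (final) was added. Read at 0 and 10 min; four-parameter Hill fit.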
# POLH inh: DNA polymerase eta (human) inhibition | AID 588591 | recombinant Pol eta, fluorescent DNA replication assay | Potency, µM (top dose mostly 114 µM), for inactives: top-dose activity change, negative = inhibition, most hits filed as inhibitors | Q9Y253 | 390,000 tested, 1.2% active; note: potency is the fitted concentration of half-maximal effect; % is set by controls: 0 for no effect and ±100 for the full control effect
# Target sequence (Q9Y253 whole entry, looked up): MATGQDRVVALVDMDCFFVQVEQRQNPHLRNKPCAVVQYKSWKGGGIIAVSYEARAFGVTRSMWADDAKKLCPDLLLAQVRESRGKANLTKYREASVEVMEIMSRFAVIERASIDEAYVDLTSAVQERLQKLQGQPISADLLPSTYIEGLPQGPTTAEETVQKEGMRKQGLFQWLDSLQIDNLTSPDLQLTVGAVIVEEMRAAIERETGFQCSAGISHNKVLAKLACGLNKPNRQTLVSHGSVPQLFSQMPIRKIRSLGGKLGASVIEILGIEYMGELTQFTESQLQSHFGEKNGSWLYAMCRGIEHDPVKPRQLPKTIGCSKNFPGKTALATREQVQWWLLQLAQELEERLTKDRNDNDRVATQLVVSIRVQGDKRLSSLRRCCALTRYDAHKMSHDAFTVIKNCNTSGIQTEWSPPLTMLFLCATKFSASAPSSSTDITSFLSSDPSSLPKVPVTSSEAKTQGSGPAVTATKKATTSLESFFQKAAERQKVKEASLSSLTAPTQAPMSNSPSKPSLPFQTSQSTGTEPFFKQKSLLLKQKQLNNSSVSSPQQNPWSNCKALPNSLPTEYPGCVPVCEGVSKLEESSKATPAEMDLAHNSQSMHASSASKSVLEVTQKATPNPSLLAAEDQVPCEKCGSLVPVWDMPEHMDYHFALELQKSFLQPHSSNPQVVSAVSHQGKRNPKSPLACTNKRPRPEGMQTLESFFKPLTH
#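 Pol eta (10 nM) was preincubated with compounds for 15 min at room temperature, after which fluorescent replication substrate (50 nM final) was added to start the reaction. Fluorescence was read kinetically at 0 and 10 min.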
# Tb PGK inh: inhibitors of T. brucei phosphoglycerate kinase; P07378; PGK/GAPDH coupled, Kinase-Glo luminescence, 60 min; Potency, µM (top dose mostly 57.5 µM), for inactives: at the highest dose activity change, negative = inhibition, hits mostly inhibitors; 380,000 tested, 0.043% active; AID 602233; note: potency is the fitted concentration of half-maximal effect; % is set by controls: 0 for no effect and ±100 for the full control effect; nearly all actives have a fitted effect of over 60% in size
#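 Luminescent ATP detection (Kinase-Glo Plus) follows a 60-minute room-temperature incubation, with wells lacking PGK as controls. Buffer: 100 mM TEA (pH 7.6), 5 mM MgCl2, 0.01% Tween-20. Coupling enzyme GAPDH (100 nM final) supplies unstable 1,3-BPG in-well.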
# RXFP1 antagonist: RXFP1 (human) relaxin receptor antagonism | Q9HBX9 | HEK293-RXFP1, relaxin-stimulated cAMP HTRF, 30 min; stronger effect = lower value | activity change, negative = inhibition, % at 57.5 µM | 350,000 tested, 0.59% active | AID 1259400;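 active = activity change of -60% or lower, but not beyond a set lower limit; inconclusive = change between -60% and -40%, or beyond the set limit; inactive = change above -40%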; note: % is set by controls: 0 for no effect and ±100 for the full control effect
# Pol iota inh: DNA polymerase iota (human) inhibition | Q9UNA4 | Pol iota fluorescent replication assay, 10 min | Potency, µM (highest dose often 115 µM), for the others: at the top dose activity, negative = inhibition, actives largely listed as inhibitors | 390,000 tested, 1% active; note: potency is the fitted concentration of half-maximal effect
#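 Pol iota at 10 nM preincubated 15 min with compounds at room temperature; reaction started with fluorescent substrate, 50 nM final. Fluorescence read kinetically at 0 and 10 min; buffer-only wells as negative control.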
# APEX1 inh: APE1 (human) endonuclease inhibition | AID 2517 | Potency, µM (titrated, usually from 65.8 µM), for the others: at the highest dose activity change, negative = inhibition, actives largely listed as inhibitors | 350,000 tested, 0.35% active | recombinant APE1, TAMRA/BHQ-2 abasic DNA cleavage fluorescence | P27695;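 note: potency is the fitted concentration of half-maximal effect; plate controls were vehicle for no effect and reference inhibitor for full effect; nearly all actives have a fitted effect of over 55% in size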
#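 Compound pre-exposure to 0.75 nM APE1, 15 min at ambient temperature. Reaction initiated with 50 nM TAMRA/BHQ-2 THF substrate, read immediately in kinetic mode, 525 nm excitation, 598 nm emission.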
# POLK inh: blocks human DNA polymerase kappa activity | Potency, µM (top dose mostly 107 µM), for inactives: top-dose activity, negative = inhibition, hits mostly inhibitors | 400,000 tested, 0.53% active | purified Pol kappa, fluorescent DNA synthesis assay, 10 min | Q9UBT6; note: potency is the fitted concentration of half-maximal effect; % is set by controls: 0 for no effect and ±100 for the full control effect
#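 Kinetic fluorescence readout at 0 and 10 min followed reaction start with substrate at 50 nM final. Beforehand, enzyme (10 nM Pol kappa) stood 15 min with compound at room temperature; buffer-only wells were negative controls.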
# BLM helicase inh: Bloom syndrome helicase (human) inhibition. recombinant BLM DNA unwinding, fluorescence dequenching. P54132. AID 2528. 350,000 tested, 0.2% active. Potency, µM (series often up to 56.1 µM), for inactives: top-dose activity change, negative = inhibition, usual class: inhibitors;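 note: potency is the fitted concentration of half-maximal effect; plate controls were vehicle for no effect and no enzyme for full effect; nearly all actives have a fitted effect of over 35% in size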
# Apoferritin bind: binds horse apoferritin like a general anesthetic | P02791 | apoferritin/1-aminoanthracene competitive binding, fluorescence | Potency, µM (top dose mostly 77.5 µM), for the others: top-dose activity change, negative = displacement, actives largely listed as inhibitors | 350,000 tested, 0.074% active | AID 485281; note: potency is the fitted concentration of half-maximal effect; % is set by controls: 0 for no effect and ±100 for the full control effect; nearly all actives have a fitted effect of over 20% in size
# Target sequence (P02791 2-175 limits assumed): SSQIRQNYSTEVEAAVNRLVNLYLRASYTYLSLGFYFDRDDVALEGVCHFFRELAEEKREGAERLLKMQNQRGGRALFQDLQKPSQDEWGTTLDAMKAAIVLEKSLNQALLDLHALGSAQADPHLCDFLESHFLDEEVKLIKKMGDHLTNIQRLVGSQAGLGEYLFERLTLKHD
#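 Horse-spleen apoferritin (10 uM) in 50% saturated 1-aminoanthracene in PBS was incubated 10 min at room temperature with compound. Fluorescence (ex 380, em 535 nm) was normalized to free and bound 1-AMA, with concentration-response fitted by a four-parameter Hill equation.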
# An asterisk follows results filed as active; i = inactive; ? = inconclusive; . = not tested or not shown; & = joins results of further samples; [ ] = dose if it differs, or a comment. Unless noted, calls come from the whole dose curve; as a rule, active = well fitted curve in the direction sought with a large enough effect; inconclusive = small, poorly fitted or top-dose-only effect, or another doubt; inactive = no such curve, though single readings can be large; an effect the other way counts as inactive or inconclusive. The list is partial; rates above refer to the full screens.
# The line under a structure holds: POLB inh | Tb PGK inh | RXFP1 antagonist | POLH inh | APEX1 inh | Apoferritin bind | BLM helicase inh | Pol iota inh | POLK inh
CCN(CC)CCn1c2ccc(Cl)cc2c2nc(C)sc21
 : -29% | -4% | -9 | -3% | -5% | -9% | 66%[activator] | -19% | -5%[60.1 µM]
O=C(Nc1nc2ccccc2[nH]1)c1ccc(Br)o1
 : 22% | -1% | -7 | -20% | 14% | -7% | -1% | 73%[activator] | 1%
Clc1ccc(/C=N/Nc2nc(Cl)nc3ccccc23)cc1
 : 3% | 18% | -4 | -16% | -4% | -9% | 4% | 5% | -7%
FC(F)(F)c1ccncc1-c1nnnn1-c1ccc(Cl)cc1
 : 4% | -1% | 5 | -12% | 6% | 32%[activator] | -2% | -10%[58.9 µM] | -9%
O=C(Cc1cccs1)N1CCN(c2ccc([N+](=O)[O-])cc2)CC1
 : 20µM* | 1% | 2 | 79µM* | 2% | ? | -18% | ? | ?
Cc1ccc([N+](=O)[O-])cc1S(=O)(=O)Nc1ccc(N2CCOCC2)cc1
 : -22% | i | -12 | -7% | -3% | -15% | 0% | 23% | 0%
COc1ccc(N2CCN(C(=O)CN3CCN(C(c4ccccc4)c4ccccc4)CC3)CC2)cc1
 : 12% | 5% | -14 | -18% | 1% | -20% | -8% | -2% | -20%
CSCCC(NS(=O)(=O)c1ccc(Cl)cc1)C(=O)OCC(=O)c1c(C)[nH]c2ccccc12 (stereo not drawn)
 : 6% | -2% | -5 | -19% | 6% | 1% | -5% | -2% | -21%
Cc1ccc(NC(=O)CC(=O)NCCN2CCOCC2)cc1
 : -1% | -7% | 14 | -12% | -1% | -3% | -2% | 20% | -5%[60.1 µM]
CSC1=NCCN1S(=O)(=O)c1ccc(NC(C)=O)cc1
 : -18% | 8% | -1 | -20% | -4% | -6% | -3% | 15% | -5%
O=C(Nc1ccc(Cl)c(C(F)(F)F)c1)[C@@H]1CC=C[C@@H]2CCN(C3CCCCC3)C(=O)[C@@H]21
 : . | -2% | . | -14% | . | . | . | 43%&4%[activator] | -12%&-3%
Cn1nc(C(=O)NCC2COc3ccccc3O2)c2ccccc2c1=O (stereo not drawn)
 : . | 0% | -1 | -15% | 12% | . | . | 23% | -1%
Cc1nc(SCC(=O)N2CCNC2=O)c2ccccc2n1
 : . | 0% | 27 | -11% | -3% | . | . | 31%[activator] | -15%
Cc1ccc(S(=O)(=O)N(C)C)cc1NC(=S)N1CCCCC1CO (stereo not drawn)
 : 1% | -7% | -10 | -10% | -1% | -11% | 1% | -5% | -2%
COc1ccc(CCNC(=S)NC2CCN(Cc3ccccc3)CC2)cc1
 : 14% | -2% | -4 | -2% | -3% | -4% | -4% | 13% | -3%

# Compound profiles, from the list above:
# Cn1nc(C(=O)NCC2COc3ccccc3O2)c2ccccc2c1=O (stereo not drawn) as listed: POLB inh: .; Tb PGK inh: 0%; RXFP1 antagonist: -1; POLH inh: -15%; APEX1 inh: 12%; Apoferritin bind: .; BLM helicase inh: .; Pol iota inh: 23%; POLK inh: -1%
# Clc1ccc(/C=N/Nc2nc(Cl)nc3ccccc23)cc1 as listed: POLB inh: 3%; Tb PGK inh: 18%; RXFP1 antagonist: -4; POLH inh: -16%; APEX1 inh: -4%; Apoferritin bind: -9%; BLM helicase inh: 4%; Pol iota inh: 5%; POLK inh: -7%

# Back to the main list with the five entries that preceded the break.
# The line under a structure holds: POLB inh | Tb PGK inh | RXFP1 antagonist | POLH inh | APEX1 inh | Apoferritin bind | BLM helicase inh | Pol iota inh | POLK inh
O=C(Nc1ccc(Cl)c(C(F)(F)F)c1)[C@@H]1CC=C[C@@H]2CCN(C3CCCCC3)C(=O)[C@@H]21
 : . | -2% | . | -14% | . | . | . | 43%&4%[activator] | -12%&-3%
Cn1nc(C(=O)NCC2COc3ccccc3O2)c2ccccc2c1=O (stereo not drawn)
 : . | 0% | -1 | -15% | 12% | . | . | 23% | -1%
Cc1nc(SCC(=O)N2CCNC2=O)c2ccccc2n1
 : . | 0% | 27 | -11% | -3% | . | . | 31%[activator] | -15%
Cc1ccc(S(=O)(=O)N(C)C)cc1NC(=S)N1CCCCC1CO (stereo not drawn)
 : 1% | -7% | -10 | -10% | -1% | -11% | 1% | -5% | -2%
COc1ccc(CCNC(=S)NC2CCN(Cc3ccccc3)CC2)cc1
 : 14% | -2% | -4 | -2% | -3% | -4% | -4% | 13% | -3%
Cc1cc(C)cc(NC(=O)CSc2nc3ccccc3nc2N2CCCCC2)c1
 : -2% | 0% | 1 | -3% | 7% | -9% | -5% | -14% | 4%
CC(=O)Nc1ccc(S(=O)(=O)N(C)CC(=O)OCC(=O)NNC(=O)c2ccccc2F)cc1
 : . | i | -18 | -14% | 26% | . | . | 25% | -7%
Cc1c(NC(=O)c2cc3c(s2)-c2ccccc2OC3)cccc1[N+](=O)[O-]
 : -15% | -3% | -24 | -8% | 0% | -8% | -7% | 119%[activator] | -6%
Cc1ccc(C2=NCCn3c2c2ccc([N+](=O)[O-])cc2[n+]3[O-])cc1
 : . | -1% | . | -4% | -1% | . | . | 24% | -6%
COc1ccc(F)cc1S(=O)(=O)Nc1cc2c3c(c1)CCC(=O)N3CCC2
 : . | 6% | 4 | -10% | -4% | . | . | 74%[activator] | -14%
CCCCC1(CC)COC(c2ccccc2)OC1 (stereo not drawn)
 : . | 0% | -29 | -4% | . | . | . | -8% | -2%
Cc1cc(C)cc(C(=O)N[C@@H](C)C(=O)N2CCC3(CC2)NCCc2[nH]cnc23)c1
 : 45% | -1% | -10 | 7% | 2% | 7% | 0% | 12% | 2%
CCn1cc(CCC(=O)NC(C)c2ccccc2)c2ccccc21 (stereo not drawn)
 : 16% | -9% | -15 | -6% | -2% | -7% | -2% | 45%[activator] | 7%
CCN(CC(=O)Nc1cccc(F)c1)Cc1nc2ccccc2c(=O)[nH]1
 : 32% | -6% | 2 | -8% | 12% | -4% | -3% | ? | -8%
COc1cc(Cl)c(C)cc1NC(=O)CC1CCCC1
 : 22% | 5% | -1 | -11% | 26% | -17% | -4% | 90%[activator] | -7%
O=[N+]([O-])c1cccc(S(=O)(=O)N2CN(c3ccc(Br)cc3)c3nc4ccccc4nc32)c1
 : . | -2% | -6 | -7% | 1% | . | . | 19% | -14%
Cc1onc(-c2ccccc2)c1C(=O)N1CCOC12CCN(c1cccc(F)n1)CC2
 : 5% | -5% | 4 | -3% | -2% | -18% | -4% | 5% | -10%
CCN1CCN(c2nc3ccccn3c(=O)c2C=O)CC1
 : 21% | -4% | -7 | -14% | 1% | 3% | 1% | 36%[activator] | 12%
C=CCn1c(CNC(=O)c2cccs2)nnc1SCC(=O)Nc1ccc(C(=O)O)cc1
 : -1% | -9% | 4 | ? | -4% | -9% | -8% | 31%[activator] | -28%
CCN(CC(=O)Nc1ccccc1C(F)(F)F)C(=O)c1ccc(=O)n(Cc2ccccc2)n1
 : 32% | i | -17 | -10% | 17% | -10% | 0% | 18% | -1%
Cc1onc(-c2c(F)cccc2Cl)c1C(=O)Nc1sc2c(c1C(N)=O)CCC2
 : 3% | -2% | 0 | -12% | -5% | 79%[activator] | -9% | ? | -21%
O=C(NCCS(=O)(=O)N1CCN(c2ccccc2F)CC1)c1cccc(Br)c1
 : 4% | 2% | -34 | -17% | 2% | -21% | -4% | 27% | -5%
Cc1ccccc1-c1nsc(SCC(=O)c2ccc(Cl)cc2)n1
 : -25% | 9% | -12 | -24% | 1% | -3% | -5% | 16% | -27%
O=C(NC1CC(=O)N(c2cccc(F)c2)C1)c1ccc(Br)o1 (stereo not drawn)
 : 4% | i | -12 | -16% | . | -1% | 1% | 25% | -7%[60.1 µM]
COCCNC(=O)CCn1nc(-c2ccc(Cl)cc2)ccc1=O
 : 39% | -10% | -3 | -7% | 2% | -8% | -2% | 2% | -16%
Cc1cccc2[nH]c(CN(C)C(=O)C3CCC(=O)N(CCc4ccccc4)C3)nc12 (stereo not drawn)
 : 33% | -8% | 4 | -9% | 8% | -2% | -5% | 8% | -13%
Cc1csc(N2C(=O)C3C4CCC(O4)C3C2=O)n1 (stereo not drawn)
 : . | -8% | 4 | -9% | . | . | . | 23% | -6%
Cc1ccc(C(=O)N2CCSC2=S)cc1
 : 8% | -10% | -7 | -11% | 0% | ? | -4% | -2% | -5%
O=C(c1ccccc1F)N1CCN(S(=O)(=O)c2ccc(Br)cc2)CC1
 : -2% | -6% | 3 | -3% | 29% | -13% | 1% | 26% | 2%
CC(=O)c1ccc(NC(=O)COc2ccccc2-c2nc(-c3ccccc3)no2)cc1
 : 9% | 3% | . | -4% | . | 2% | -1% | 12% | 5%
Cc1cc(C)nc(NC(=O)CSc2nc3ccccc3s2)n1
 : ? | 8% | 12 | -1% | 2% | -16% | -6% | 14% | 0%
CCOC(=O)C1=C(c2ccccc2)N=C2SCC(=O)N2C1c1ccc(OC)c(OC)c1 (stereo not drawn)
 : 6% | -1% | -13 | -7% | 12% | -17% | -6% | -8% | -14%
Cc1cccc(C)c1NC(=O)N1CCC(N2CCCCC2)CC1
 : 30% | 2% | -11 | -2% | 1% | -14% | -2% | -6% | -4%
C/C=C(\C)C(=O)OC1CC(C)(C)C[C@H]2C3=CC[C@@H]4[C@@]5(C)CCC(O[C@@H]6O[C@@H](C(=O)O)[C@@H](O)C(O[C@@H]7OC[C@H](O)[C@@H](O)[C@@H]7O[C@@H]7OC(CO)C(O)[C@@H](O)[C@@H]7O)C6O[C@@H]6OC(CO)C(O)C(O)C6O)[C@@](C)(CO)[C@@H]5CC[C@]4(C)[C@]3(C)CC(O)[C@@]12CO (stereo partly drawn)
 : . | 4% | . | ? | -16% | . | . | 13µM* | -22%
CC(=O)C1=C(O)C(=O)N(Cc2ccccc2)C1c1cccs1 (stereo not drawn)
 : 8% | i | 1 | 16% | -2% | -12% | -1% | ? | -7%
CC1CCN(S(=O)(=O)c2ccc(C(=O)Nc3nnc(C4CC4)o3)cc2)CC1
 : 2% | -4% | -17 | -21% | -4% | 7% | -5% | 31% | 4%
